Screening data: PubChem, several laboratories
DAX1 inh-1 = DAX1 (NR0B1) inhibitors on StAR promoter, primary screen, cell-based, luminescence, SF-1 (NR5A1), full-length DAX-1; HEK293T StAR-luciferase reporter, SF-1/DAX-1 repression relief; inhibition, % at 6.8 µM; hit rate 1.1% among 370,000; AID 652010, 2013;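 active means inhibition above the mean over all tested compounds plus 3 SD, cut at about 3.6% in these data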;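 further: 0% = DAX-1 cells with DMSO and 100% = cells lacking DAX-1 with DMSO; higher inhibition means more luminescence from relief of DAX-1 repression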
hcDAF-12 act = H. contortus DAF-12 nuclear receptor activators, primary screen, cell-based, luminescence, HEK293, lit1-tk-luc reporter; hit rate 1.4% among 370,000; AID 652067, 2013; activation, % at 6.8 µM; HEK293 hcDAF-12 lit1-tk-luc reporter; 0% DMSO, 100% Δ7-dafachronic acid;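 active means activation above the mean of all tested compounds plus 3 SD, cut at about 5.5% in these data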;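 further: 100% = response to 3 µM Δ7-dafachronic acid high control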
DAX1 inh-2 = DAX1 (NR0B1) inhibitors, primary screen, cell-based, HEK293, Gal4-DAX1, luciferase luminescence; Nuclear receptor subfamily 0 group B member 1 (Homo sapiens), P51843; HEK293 Gal4-DAX1 luciferase reporter; inhibition, % at 6.75 µM; hit rate 0.99% among 340,000; AID 504766, 2011;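 active means inhibition above the mean over all tested compounds plus 3 SD, cut at about 4.2% in these data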;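 further: 0% = DAX1-transfected cells with DMSO and 100% = empty-vector control cells with DMSO; inhibition shows as a rise in luminescence from relieved DAX1 repression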
PG9 Ab binder = binders of HIV-1 gp120 antibody PG9, primary screen, biochemical, TR-FRET | HIV-1 gp120 / PG9 antibody interaction | TR-FRET gp120-PG9 antibody binding | inhibition, % at 6.7 µM | hit rate 0.43% among 360,000 | AID 624416, 2012; in the data active means inhibition above about 8.5%
SMARCA2 act = SMARCA2 (BRM) function activators, primary screen, cell-based, luminescence, high throughput | MG213 cells, MMTV-luciferase reporter, dexamethasone, overnight | activation, % at 9.1 µM | hit rate 1% among 370,000; in the data active means activation above about 7.8%;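 further: 0% = vehicle wells and 100% = reference activator wells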
FXN GAA850 act = FXN promoter activators, primary screen, cell-based, luciferase luminescence, HEK293 lucGAA850; HEK293 lucGAA850 FXN promoter luciferase reporter, 24 h; percent of 10 µM SAHA response; activation, % at 6 µM; hit rate 0.56% among 360,000; AID 540364, 2011;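 active means activation above the average of all compounds screened plus 3 SD, cutoff fixed separately per campaign, cut at about 7.5% in these data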;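 further: 0% = DMSO wells and 100% = 10 µM SAHA wells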
hgDAF12 agonist = H. glycines DAF-12 receptor agonists, primary screen, cell-based, luminescence, HEK293, GAL4 fusion, UAS-luciferase; HEK293 GAL4-hgDAF12 UAS-luciferase reporter, agonist luminescence; normalized to butyrate control; AID 687014, 2013; hit rate 1.8% among 370,000; Nuclear hormone receptor DAF-12 (Heterodera glycines), GAL4 fusion; activation, % at 6.8 µM;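 active means activation above a cutoff set at the mean of all screened compounds plus 3 SD, cut at about 10% in these data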;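 further: 0% = DMSO wells and 100% = sodium butyrate wells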
ssDAF12 agonist = S. stercoralis DAF-12 nuclear receptor activators, primary screen, cell-based, luminescence, HEK293, GRIP1 co-expression, lit1-tk-luc. HEK293 ssDAF-12/GRIP1 lit1-tk-luc reporter; % of 3 µM dafachronic acid response. activation, % at 6.8 µM. hit rate 1% among 370,000;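 active means activation above the mean over all tested compounds plus 3 SD, cut at about 0.9% in these data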;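 further: 0% = DMSO-only wells and 100% = 3 µM delta7-dafachronic acid wells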
ADAM17 inh = ADAM17 inhibitors, primary screen, biochemical, QFRET | inhibition, % at 6.95 µM | Disintegrin and metalloproteinase domain-containing protein 17 (Homo sapiens), P78536 | recombinant ADAM17, EDANS/DABCYL FRET peptide cleavage | hit rate 0.83% among 370,000 | AID 720648, 2013;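 active means inhibition above the mean of compounds lying between control limits plus 3 SD, set per campaign, cut at about 8.5% in these data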;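 further: 0% = DMSO-only wells as the low control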
GC-A act = GC-A stimulated cGMP production enhancers – HEK293 GC-A cells, cGMP TR-FRET, EC30 ANP, primary screen; hit rate 0.14% among 370,000; activation, % at 10 µM; Atrial natriuretic peptide receptor 1 (Homo sapiens), P16066; 0% at EC30 ANP, 100% saturating ANP; AID 1671463, 2021; in the data active means activation above about 40%
Target sequence (P16066 whole entry, looked up): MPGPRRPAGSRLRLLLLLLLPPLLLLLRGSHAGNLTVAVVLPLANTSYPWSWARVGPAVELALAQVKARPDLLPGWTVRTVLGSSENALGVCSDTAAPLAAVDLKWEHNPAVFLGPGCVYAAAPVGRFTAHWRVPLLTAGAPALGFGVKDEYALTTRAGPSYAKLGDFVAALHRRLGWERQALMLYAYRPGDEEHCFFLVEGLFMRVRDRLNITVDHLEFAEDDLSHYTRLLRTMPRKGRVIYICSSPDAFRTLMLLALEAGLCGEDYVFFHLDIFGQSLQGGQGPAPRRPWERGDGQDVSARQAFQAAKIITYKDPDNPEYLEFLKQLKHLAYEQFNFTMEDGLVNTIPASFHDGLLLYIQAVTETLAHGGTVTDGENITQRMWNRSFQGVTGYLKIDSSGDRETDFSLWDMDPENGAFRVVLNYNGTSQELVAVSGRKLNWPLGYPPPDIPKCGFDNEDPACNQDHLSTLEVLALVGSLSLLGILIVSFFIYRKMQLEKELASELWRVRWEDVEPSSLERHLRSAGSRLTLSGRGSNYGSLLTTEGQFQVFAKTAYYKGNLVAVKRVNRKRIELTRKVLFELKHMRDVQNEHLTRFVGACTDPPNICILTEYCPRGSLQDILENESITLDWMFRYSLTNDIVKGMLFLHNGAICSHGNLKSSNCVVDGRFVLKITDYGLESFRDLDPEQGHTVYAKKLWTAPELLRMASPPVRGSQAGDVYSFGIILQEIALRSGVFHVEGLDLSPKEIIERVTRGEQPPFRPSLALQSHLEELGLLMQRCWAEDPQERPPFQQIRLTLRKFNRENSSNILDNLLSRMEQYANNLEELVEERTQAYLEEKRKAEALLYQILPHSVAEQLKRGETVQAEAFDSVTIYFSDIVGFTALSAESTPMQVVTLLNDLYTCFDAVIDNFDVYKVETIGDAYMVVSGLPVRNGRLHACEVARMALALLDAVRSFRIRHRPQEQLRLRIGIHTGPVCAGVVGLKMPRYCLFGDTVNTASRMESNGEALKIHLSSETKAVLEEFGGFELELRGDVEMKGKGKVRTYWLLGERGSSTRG
ADAM10 inh = human ADAM10 inhibitors, primary screen, biochemical, QFRET, HTS; hit rate 0.62% among 370,000; recombinant ADAM10, EDANS/DABCYL FRET peptide cleavage, 3 h; AID 720582, 2013; inhibition, % at 7 µM;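 active means inhibition above a per-campaign cutoff equal to the mean of compounds falling between control-based bounds plus 3 SD, cut at about 20% in these data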;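 further: 0% = DMSO wells while the 100% control is not disclosed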
Starred values were filed as active, the others as inactive; x = no result given; & = joins results of further samples.

item	smiles	DAX1 inh-1	hcDAF-12 act	DAX1 inh-2	PG9 Ab binder	SMARCA2 act	FXN GAA850 act	hgDAF12 agonist	ssDAF12 agonist	ADAM17 inh	GC-A act	ADAM10 inh
1	CC(NC(=S)NCc1ccc(F)cc1)C12CC3CC(CC(C3)C1)C2 (centres undefined)	0.0	-1.9	-0.6	-2.0	-2	3.5	2.2	-1.0	0	1	0
2	CC1=C(C#N)C(=O)N(C)C(C)(C)C1	0.3	-1.8	0.8	0.0	0	-1.8	-2.3	-0.7	-5	-1	-6
3	Cc1c(C)c(C)c(S(=O)(=O)n2[nH]c(=O)c(CCO)c2C)c(C)c1C	0.1	-0.6	0.2	-0.1	4	1.1	-0.3	-1.4	1	-2	4
4	COC(=O)C1CCN(C(=O)COC(=O)[C@@H]2CC(O)CN2S(=O)(=O)c2ccc3c(c2)OCCO3)CC1 (some centres undefined)	0.2	1.8	-0.2	-0.1	-2	0.1	-1.9	-1.4	3	-2	-1
5	CN(CC(=O)Nc1cccc(F)c1)C(=O)c1ccc2c(=O)n3c(nc2c1)CCC3	-0.1	-1.0	-0.4	0.8	-1	1.8	2.3	-0.5	-7	0	-20
6	CC(C)[C@H](NC(=O)c1ccco1)C(=O)NC12CC3CC(CC(C3)C1)C2	0.3	-1.1	1.7	0.1	3	4.9	1.1	-1.7	-1	-5	0
7	COc1ccccc1-c1nnc(SC(C(=O)c2c[nH]c3ccccc23)c2ccccc2)n1C (centres undefined)	-0.8	-0.5	-0.4	-2.5	-2	0.0	-3.4	-1.2	2	-12	23*
8	Cc1c(Cl)cccc1NC(=O)CCC(=O)NNC(=O)CCC(=O)O	-0.2	-0.8	2.4	2.2	-2	-0.5	1.6	-1.0	1	4	3
9	CC1=C(C)NC(=S)SC1	0.1	5.6*	1.4	-0.3	-3	0.1	-0.7	-0.7	2	0	-2
10	Clc1ccc(N=C2SCCS2)cc1	0.2	1.0	3.6	1.2	2	1.2	3.7	-0.9	-4	4	-5
11	COc1ccc(-c2cnc3c(NC(C)=O)cc(-c4cccc(C(=O)NCCO)c4)cn23)cc1OC	-2.3	-2.6	x	-1.6	-1	2.4	-1.5	-0.4	4	12	-17
12	O=C(NCCC1=CCCCC1)C1CCC(CNc2c(N3CCCCC3)c(=O)c2=O)CC1 (centres undefined)	0.3	-1.2	0.9	-1.4	-1	2.8	0.5	-0.9	-3	1	4

Continuation.
item	smiles	DAX1 inh-1	hcDAF-12 act	DAX1 inh-2	PG9 Ab binder	SMARCA2 act	FXN GAA850 act	hgDAF12 agonist	ssDAF12 agonist	ADAM17 inh	GC-A act	ADAM10 inh
13	CC1/C(=N/O)CC(c2ccco2)NC1c1ccco1 (centres undefined)	-0.4	-1.2	1.0	-2.1	-4	2.4	-2.8	-1.1	2	-3	3
14	C[C@@H]1CN([C@@H](C)CO)C(=O)CCCn2cc(nn2)CO[C@H]1CN(C)S(=O)(=O)c1ccc(C#N)cc1	0.5	0.9	0.8	0.8	4	1.1	-0.3	-0.7	-4	-1	-9
15	O=C(Cc1ccc(F)cc1)Nc1nnc(SCC(=O)NC2CCCC2)s1	-0.9	-0.4	-0.1	0.0	3	1.9	3.6	-1.4	0	1	7
16	COc1cc(C(=O)NC(C)c2ccc(S(N)(=O)=O)cc2)ccc1OCC(=O)N1CCOCC1 (centres undefined)	0.5	-1.3	-0.5	-1.1	1	-2.0	0.9	-1.1	-2	0	4
17	CCCc1ccccc1OCCNC(C)=O	-0.1	-0.6	0.2	-1.4	0	-0.7	-1.0	-1.0	-3	1	1
18	CCn1c(SCC(=O)N2CCN(c3ccccc3)CC2)nnc1-c1cc2cc(Cl)ccc2o1	-0.3	-0.8	1.0	-1.3	-2	-0.4	-1.5	-0.6	2	1	0
19	CN1CCN(C(=S)Nc2ccc(Cl)cc2Cl)CC1	-0.3	-0.2	-0.2	-0.6	1	-0.8	0.4	-1.3	-1	6	10
20	COc1ccc(CCC(=O)NCCS(=O)(=O)N2CCN(c3ccccc3)CC2)cc1	-2.8	-1.9	-0.8	1.4	-2	-1.8	-4.5	-1.3	-5	-1	-1
21	CSc1nc(NS(=O)(=O)c2ccc(F)cc2F)nn1C	1.0	-1.0	-0.3	3.4	-2	-0.8	-1.8	-0.5	-3	1	-5
22	CCOCCN1CCN(c2c(CC)c(C)nc3cc(-c4cc(OC)cc(OC)c4)nn23)CC1	-0.2	-2.2	-1.4	-0.2	2	-0.9	-1.1	-1.3	-4	2	-4
23	CCCCCCc1ccc(N2C[C@H](Cc3ccccc3)[C@@H](CC(=O)NCc3ccc(OC)cc3)C2=O)cc1	-0.3	-1.4	-0.4	1.6	-1	-0.4	0.9	-0.7	-3	-3	2
24	Cc1noc(NS(=O)(=O)c2ccc(NC(=O)c3cc(=O)c4ccccc4o3)cc2)c1C	0.2	1.6	0.4	-2.9	5	0.0	-0.8	-0.1	0	2	-8

The list goes on:
item	smiles	DAX1 inh-1	hcDAF-12 act	DAX1 inh-2	PG9 Ab binder	SMARCA2 act	FXN GAA850 act	hgDAF12 agonist	ssDAF12 agonist	ADAM17 inh	GC-A act	ADAM10 inh
25	Cn1c(SCC(N)=O)nnc1-c1ccc(C(C)(C)C)cc1	0.6	-1.0	0.1	-1.3	2	1.0	4.9	-1.0	-4	3	-3
26	CCN(Cc1ccncc1)C(=S)Nc1ccccc1	-0.6	-1.2	-1.2	-2.3	0	0.7	-2.5	-1.5	-1	-5	3
27	Cc1c(C(=O)OC(C)C)[nH]c2c1C(=O)CCC2	0.9	2.8	0.3	-1.0	0	2.1	2.2	-1.0	-3	2	8
28	CCNC(=O)c1cccc(NC(=O)CC2SC(N3CCCCC3)=NC2=O)c1 (centres undefined)	0.8	1.5	0.9	-0.2	2	3.1	-2.6	-1.2	-1	-1	-5
29	Cc1ccc2cccc(OC(=O)/C=C\c3ccccc3)c2n1	0.4	0.0	1.8	-2.6	4	2.5	0.6	-1.1	0	1	2
30	CCc1cccc(CC)c1NC(=O)c1cc(CN2C(=O)c3ccccc3C2=O)ccc1OC	0.2	-1.4	1.1	0.4	-1	2.4	-3.7	-1.9	3	-2	14
31	CCCCSCc1cc(C(=O)O)oc1C(C)(C)C	-0.8	-2.0	1.8	-0.3	-2	-0.2	-2.9	-1.2	-3	0	-9
32	COCc1cc(C)nc(SCC(=O)c2ccc(O)c(O)c2)c1C#N	-0.7	-2.7	3.8	-0.4	-2	10*	-2.5	-1.5	-2	-3	-11
33	CCOC(=O)C1=C(C)N=c2s/c(=C\c3ccc(C(=O)O)cc3)c(=O)n2C1c1ccc(F)cc1 (centres undefined)	-0.1	-0.7	-0.4	-0.5	-1	2.4	-0.1	-1.3	-5	-6	-4
34	Cc1cc(C)c(S(=O)(=O)Nc2ccc(O)c(Sc3ncn[nH]3)c2)cc1C	0.5	2.9	3.4	-0.8	0	-1.8	-3.4	-0.8	-1	3	-6
35	CCOc1cc(/C=C/C(=O)Nc2ccc(C(=O)NCCN(CC)CC)cc2)ccc1OCC(C)C	0.7	-0.7	-0.2	-0.3	0	-1.1	0.8	-1.5	-38	-18	-135
36	COc1ccccc1OCCC(=O)OCC(=O)c1[nH]c(C)c(C(C)=O)c1C	-0.5	-1.8	1.2	-1.1	-1	-0.8	2.2	-1.4	-2	0	1

The list goes on:
item	smiles	DAX1 inh-1	hcDAF-12 act	DAX1 inh-2	PG9 Ab binder	SMARCA2 act	FXN GAA850 act	hgDAF12 agonist	ssDAF12 agonist	ADAM17 inh	GC-A act	ADAM10 inh
37	O=C(COc1ccccc1C(=O)NCc1ccccc1)Nc1ccc(I)cc1	-2.2	-2.5	x	x	-3	x	-2.0	-1.7	-2	-9	-1
38	CCOC(=O)CON1C(=O)C(=O)N(OCC(=O)OCC)C2CCCCC21 (centres undefined)	-0.2	1.2	0.1	0.2	-3	-0.2	-1.0	-0.8	-4	-1	-2
39	Cc1ccc(/C=C/C(=O)OCC(=O)NC(C)c2ccccc2)o1 (centres undefined)	-0.6	-0.2	0.1	1.6	-4	0.0	1.4	-1.4	-4	-4	-8
40	O=C(NCCc1ccccc1)OCc1cn(-c2cccc(C(F)(F)F)c2)nn1	0.0	-1.5	x	x	-2	x	-0.3	-1.4	2	-3	5
41	Cc1nc2sc(C(=O)c3ccccc3)c(N)c2c(C)c1C	-0.6	-0.3	1.3	-1.6	0	-0.3	6.0	-1.1	0	-2	-9
42	CCOC(=O)c1cnc(SCC(=O)c2ccc(C)cc2)nc1N	0.2	-1.5	-0.5	1.8	1	0.7	2.8	-1.0	-1	-4	-4
43	CC(C)CN(CC(C)C)S(=O)(=O)N1CCC(C(=O)NCc2ccc(F)cc2)CC1	-0.6	-1.9	-0.3	-1.0	3	-3.3	-3.3	-0.8	-1	-20	8
44	COc1ccc(C(O)c2nc(-c3ccccc3OC)cs2)cc1 (centres undefined)	-1.3	-0.1	x	-2.5	2	0.1	2.0	-1.4	-5	-2	-4
45	CC(C)Oc1ccc(CNC(=S)Nc2ccccc2)cc1Cl	0.0	0.8	-0.1	-1.4	0	2.8	0.7	-1.1	0	-2	2
46	CCN(CC)CCNC(=O)COc1ccc(OC)cc1	0.1&-0.5	0.6&-3.4	-0.9&0.2	-1.7&-0.2	1&0	-0.4&0.3	-0.9&1.3	-1.3&-1.2	-3&-2	3&3	-2&2
47	Cc1ccccc1NS(=O)(=O)c1ccc(C)c(C(N)=O)c1	0.1	0.1	0.8	-1.2	0	-2.6	1.4	-1.7	4	4	11
48	Cc1ccccc1NC(=O)C1CCCN1S(=O)(=O)c1ccccc1C(F)(F)F (centres undefined)	-2.1	-1.2	0.4	0.4	-1	-1.4	-2.0	-0.9	-1	-2	-5
